# High-throughput results as filed in PubChem BioAssay.
# FUS suppressor – FUS proteinopathy suppression in yeast; Potency, µM (highest dose often 76.6 µM), inactives show at the top dose growth rescue (activation), most hits filed as activators; 390,000 compounds, 0.24% hits; S. cerevisiae FUS-expressing, growth rescue, OD600, 24 h;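 note: potency is the fitted concentration of half-maximal effect; plate controls were DMSO vehicle for no effect and reference control for full effect; nearly all actives have a fitted effect of over 55% in size; some results filed as inactive show a strong effect at the top dose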
#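 Compound concentration series was pinned onto galactose-induced FUS-expressing yeast seeded at OD 0.005. Plates sat 24hr at 30C; absorbance at 600 nm gave growth. DMSO served as background control.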
# aSyn yeast inh – rescues yeast growth from alpha-synuclein toxicity. Yeast expressing alpha-synuclein, growth rescue, BacTiter-Glo, 24 h. Potency, µM (top dose mostly 46.1 µM), inactives show top-dose growth rescue (activation), most hits filed as activators. 370,000 compounds, 0.14% hits; note: potency is the fitted concentration of half-maximal effect; % of control where 0% means no effect; nearly all actives have a fitted effect of over 65% in size
#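 Readout is rescue of growth in alpha-synuclein-expressing yeast, so inhibitors of toxicity appear as activators. Growth after 24 hr at 30 deg C in galactose medium is quantified by luminescence.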
# PTHR1 ag – activates the human parathyroid hormone receptor PTHR1 | Q03431 | HEK293 GP2 PTHR1 cells, GloSensor cAMP luminescence, 1 h | Potency, µM (series often up to 115 µM), for the others: at the top dose activation, usual class: activators | 410,000 compounds, 0.075% hits | AID 743266; note: potency is the fitted concentration of half-maximal effect; nearly all actives have a fitted effect of over 55% in size; some results filed as inactive show a strong effect at the top dose; inactives centre near -15; many of its hits are not listed in these tables
# Target sequence (Q03431 whole entry, looked up): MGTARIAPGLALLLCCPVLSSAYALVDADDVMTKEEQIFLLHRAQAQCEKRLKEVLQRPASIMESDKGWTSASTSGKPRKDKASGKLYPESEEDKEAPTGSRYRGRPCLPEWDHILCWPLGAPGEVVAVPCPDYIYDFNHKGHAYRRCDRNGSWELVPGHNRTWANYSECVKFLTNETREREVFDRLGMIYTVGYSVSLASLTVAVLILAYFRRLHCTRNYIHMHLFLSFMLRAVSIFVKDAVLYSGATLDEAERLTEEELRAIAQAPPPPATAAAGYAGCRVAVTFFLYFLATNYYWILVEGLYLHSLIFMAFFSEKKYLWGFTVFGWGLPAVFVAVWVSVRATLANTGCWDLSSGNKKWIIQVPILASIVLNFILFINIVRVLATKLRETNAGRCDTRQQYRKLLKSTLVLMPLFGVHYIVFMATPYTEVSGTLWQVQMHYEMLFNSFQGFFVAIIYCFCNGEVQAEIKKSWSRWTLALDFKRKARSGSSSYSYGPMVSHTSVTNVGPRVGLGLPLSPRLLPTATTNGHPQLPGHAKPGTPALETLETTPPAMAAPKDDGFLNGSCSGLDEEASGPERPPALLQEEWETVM
#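 HEK-293-derived GP2 cells expressing PTHR1 and a GloSensor cAMP reporter, 3,000/well, plated overnight, given luciferin plus IBMX (each 0.5 mM as added) for 1 h at 37 °C, then compound for 1 h at 37 °C. Luminescence was read after 15 min at room temperature.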
# HEK293 tox – cytotoxic in the GLP-1 receptor inverse agonist counter-screen; HEK293 cAMP-luciferase reporter cells, luminescence, 24 h; Potency, µM (highest dose often 38.3 µM), inactives show at the top dose activity change, negative = inhibition, most hits filed as inhibitors; 410,000 compounds, 0.13% hits; AID 624418;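 note: loss of luciferase light is scored as toxicity; potency is the fitted concentration of half-maximal effect; % is set by controls: 0 for no effect and ±100 for the full control effect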
#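 Quantitative HTS format, 1536 wells, 200 cells/uL seeded. Compounds: 23 nL, 24 h, 37 °C. Detection: luciferase reagent, luminescence at 12 min RT; decreased signal taken as cytotoxic.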
# GLP-1R inv ag – GLP-1 receptor (human) inverse agonism | P43220 | HEK293 GLP-1R CRE-luciferase, luminescence, 24 h; GLP-1R form is constitutively active | Potency, µM (top dose mostly 38.3 µM), for inactives: at the top dose activity change, negative = inhibition, actives largely listed as inhibitors | 410,000 compounds, 1.6% hits; note: potency is the fitted concentration of half-maximal effect; % is set by controls: 0 for no effect and ±100 for the full control effect; nearly all actives have a fitted effect of over 55% in size
# Target sequence (P43220 whole entry, looked up): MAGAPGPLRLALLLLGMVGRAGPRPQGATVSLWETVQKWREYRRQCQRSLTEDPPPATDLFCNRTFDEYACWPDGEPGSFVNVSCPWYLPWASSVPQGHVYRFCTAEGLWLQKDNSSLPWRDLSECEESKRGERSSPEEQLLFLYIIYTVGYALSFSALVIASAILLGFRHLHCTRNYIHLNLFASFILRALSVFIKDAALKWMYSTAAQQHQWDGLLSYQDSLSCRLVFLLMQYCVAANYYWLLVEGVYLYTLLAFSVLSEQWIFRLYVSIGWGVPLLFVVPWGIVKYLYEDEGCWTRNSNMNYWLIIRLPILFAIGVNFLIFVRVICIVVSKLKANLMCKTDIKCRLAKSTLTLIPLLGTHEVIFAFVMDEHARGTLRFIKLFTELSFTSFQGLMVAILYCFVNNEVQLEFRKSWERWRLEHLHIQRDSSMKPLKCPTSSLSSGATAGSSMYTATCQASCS
#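 Seeding at 200 cells/uL, 12 h culture, 24 hr compound treatment, then luciferase reagent and a luminescence read; cells are HEK293 stably expressing a constitutively active GLP-1R plus cAMP-responsive luciferase.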
# TDP-43 yeast inh – rescues yeast growth from TDP-43 toxicity; TDP-43 expressing yeast growth rescue, BacTiter-Glo, 24 h; Potency, µM (series often up to 46.1 µM), inactives show at the highest dose growth rescue (activation), most hits filed as activators; 410,000 compounds, 1.8% hits; note: potency is the fitted concentration of half-maximal effect; % of control where 0% means no effect; nearly all actives have a fitted effect of over 50% in size
#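 Growth rescue of TDP-43-toxic yeast measured as ATP luminescence (BacTiter-Glo). Cells grown to mid-log in raffinose, induced in galactose at OD600=0.02, exposed to compound 24 hr at 30 deg C.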
# Abeta yeast res – A-beta toxicity reversal in yeast. Potency, µM (top dose mostly 46.1 µM), for inactives: at the top dose growth rescue, actives largely listed as activators. 410,000 compounds, 0.063% hits. yeast expressing A-beta42, growth rescue, OD600, 48 h; response scale: 0% DMSO, 100% iron-clioquinol control. AID 1347071; note: potency is the fitted concentration of half-maximal effect; nearly all actives have a fitted effect of over 55% in size
#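 Yeast A-beta toxicity model in growth medium with pinned compounds, 48 h at 30 C; growth read as absorbance at 600 nm. Normalized to FeCl3/clioquinol equimolar mix (positive) and DMSO (negative).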
# pAkt inh – inhibitors of Akt phosphorylation. Neuro2A IGF-stimulated pAkt S473 HTRF, 20 min; hits give low values. activity change, % for hits at 50 µM. 360,000 compounds, 0.32% hits; in the data active = activity change below about -80%; inconclusive = mostly about -51% to -80%; note: % is set by controls: 0 for no effect and ±100 for the full control effect
#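 Neuro2A cells (4,500/well, DMEM with 0.5% FBS) were treated with compound at a single 50 µM final concentration, stimulated with 6 nM IGF for 20 min at 37 °C, and lysed. Phospho-Akt Ser473 was read by HTRF as 665/615 ratio ×10^4.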
# Mm-Cpn inhibitor – inhibitors of Methanococcus maripaludis chaperonin (MmCpn); Potency, µM (highest dose often 76.9 µM), for the others: at the highest dose activity, negative = inhibition, most hits filed as inhibitors; AID 504842; 330,000 compounds, 0.031% hits; purified Mm-Cpn ATPase, ADP Transcreener TR-FRET; note: potency is the fitted concentration of half-maximal effect; % is set by controls: 0 for no effect and ±100 for the full control effect; nearly all actives have a fitted effect of over 80% in size
#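 Quantitative HTS used 25 nM Mm-CPN and 10 uM ATP in magnesium/KCl Tris buffer, pH 7.4, with 1 mM DTT. Hydrolysis ran 30 min at 37°C; ADP was read by HTRF.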
# Starred values were filed as active, the others as inactive; i = inactive; u = inconclusive; x = no result given; & = joins results of further samples; [ ] = remark or other dose. Unless noted, calls come from the whole dose curve; as a rule, active = well fitted curve in the direction sought with a large enough effect; inconclusive = small, poorly fitted or top-dose-only effect, or another doubt; inactive = no such curve, though single readings can be large; an effect the other way counts as inactive or inconclusive. Only part of the results is shown; count on the stated rates, not on these rows.
SMILES,FUS suppressor,aSyn yeast inh,PTHR1 ag,HEK293 tox,GLP-1R inv ag,TDP-43 yeast inh,Abeta yeast res,pAkt inh,Mm-Cpn inhibitor
O=C(NC1CCCCC1)C(c1ccc2ncccc2c1)N(Cc1cccs1)C(=O)c1cccs1 (stereo unspecified),33%,2%,-8%[57.5 µM],-30%,u,-9%,20%,x,1%
O=C(c1ccco1)N(Cc1cccnc1)c1nc2c(F)cc(F)cc2s1,-8%,x,-6%,6%,4%,17%,-5%,x,x
NC(=O)CSc1nnc(C2CC2)n1Cc1ccccc1,2%,3%,-5%[57.5 µM],6%,13%,-6%,-4%,i,-1%
CCOC(=O)N1CCN(C(=O)/C=C/c2ccc3c(c2)OCO3)CC1,x,-6%,i,-5%,7%,9%,14%,i,1%
NC(=O)CC(NC(=O)Cc1ccc(Cl)cc1)c1ccc(NC2CCCCC2)c([N+](=O)[O-])c1 (stereo unspecified),-16%,0%,i,1%,18%,1%,-11%,i,1%
O=C(O)Cc1c(-c2ccccc2Cl)c2cc(Br)ccc2[nH]c1=O,20%,6%,28%,5%,-6%,5%,-3%,i,-7%
Cc1cc(C)c(NC(=O)COC(=O)c2nc3nccc(C)n3n2)c(Cl)c1,-13%,3%,-18%,-14%,4%,11%,2%,i,-1%
CC(=O)c1sc(C(C)(C)C)cc1NC(=O)c1ccccc1C(=O)O,3%,2%,-4%,16%,1%,-18%,-17%,i,-11%
CCOC(=O)Cc1csc(NC(=O)CSc2nncn2C)n1,1%,0%,-9%[57.5 µM],18%,12%,1%,-3%,i,2%
COc1ccc2c(c1)[C@H]1[C@H](CO2)[C@H](c2ccccc2)[C@]2(C)C(=O)Nc3cc(Cl)ccc3C(=O)N12,-1%,-21%,i,6%,u,31%,1%,i,-10%
Cc1ccc(C)c(NC(=O)CC2Sc3ccccc3NC2=O)c1 (stereo unspecified),x,0%,i,14%,2%,8%,0%,i,x
Cc1ccc2nc(-c3ccccc3)c(-c3ccccc3)nc2c1,9%,-1%,-3%,4%,u,0%,-29%,i,-3%
CC(/C=N\NC(=O)Cn1cncn1)=C/c1ccc(C(C)C)cc1,12%,4%,-11%,-2%,30%,8%,-10%,i,-1%
CCc1ccc(Nc2n[n+](-c3ccccc3)c(-c3ccc(N(CC)CC)cc3)s2)cc1,u,-10%,-81%[inhibitor],-11%,-18%,-13%,-9%,i,u
O=C(Cc1ccc([N+](=O)[O-])cc1)c1ccc(O)cc1O,-1%,-9%,-86%[inhibitor],4%,-4%,16µM*,27%,i,0%
O=C(NCCS(=O)(=O)N1CCN(c2ccccc2)CC1)c1ccccc1F,u,0%,i,0%,-7%,-3%,0%,i,-4%
O=C(Nc1cccn(Cc2c(Cl)cccc2Cl)c1=O)C1CC1,-1%,-15%,-26%,0%,u,u,-55%[inhibitor],i,1%
COCCN1Cc2cccc(C(=O)NCCc3ccccc3)c2C1=O,17%,3%,i,-1%,4%,3%,-3%,i,u
CCOC(=O)C1CCN(Cc2cn[nH]c2-c2ccc(C)cc2)CC1,-9%,2%,i,-23%,u,28%,14%,i,-2%
CN1CCN(C(=O)c2cc(COc3c(F)cccc3F)on2)CC1c1ccccc1 (stereo unspecified),11%,-32%[inhibitor],-50%[inhibitor],14%,u,-81%[inhibitor],-87%[inhibitor],i,-4%
COCCn1c(=O)c2c(nc3n2CCCN3CCc2ccc(OC)c(OC)c2)n(C)c1=O,2%,0%,i,0%,20%,-12%,6%,i,3%
Cc1ccc(CNC(=O)Cn2c(=O)n(Cc3ccccc3)c(=O)c3c2c2cc(C)ccc2n3C)cc1,9%,x,-18%,2%,8%,24%,-6%,x,x
CCCCc1ccc(N2C(=NC(=O)C3CCCO3)SC3CS(=O)(=O)CC32)cc1 (stereo unspecified),11%,1%,i,1%,39%[activator],-5%,7%,i,u
Cc1cc(O)ccc1-c1ccc2nncn2c1,2%,-3%,4%,-9%,2%,-11%,-20%,i,x
CC(=O)Nc1sc(N/N=C\c2ccccc2F)nc1-c1cccs1,x,-10%,-12%,-4%,u,9%,-10%,i,-4%
CN(C)C(=O)CSc1ccc(S(=O)(=O)N2CCCC2)cn1,9%,3%,-9%,12%,8%,u,11%,i,-1%
N#CC1=C2C=CC=CN2CC1=O,17%,-7%,i,71%[activator],u,11%,-9%,i,-1%
Brc1ccc(-c2noc(COc3ccc4ccccc4c3)n2)o1,-10%,4%,-32%[inhibitor],3%,u,17%,-5%,i,-2%
C=CCOC(=O)c1cn(CC)c2nc(C)ccc2c1=O,-1%,-3%,-4%,0%,13%,u,2%,i,4%
Cc1ccccc1C(=O)NNC(=O)c1cc(N)cc([N+](=O)[O-])c1,-9%,-9%,-12%,-7%,1%,-5%,-7%,i,1%

# Retrieved by structure from above, two records:
SMILES,FUS suppressor,aSyn yeast inh,PTHR1 ag,HEK293 tox,GLP-1R inv ag,TDP-43 yeast inh,Abeta yeast res,pAkt inh,Mm-Cpn inhibitor
CN(C)C(=O)CSc1ccc(S(=O)(=O)N2CCCC2)cn1,9%,3%,-9%,12%,8%,u,11%,i,-1%
C=CCOC(=O)c1cn(CC)c2nc(C)ccc2c1=O,-1%,-3%,-4%,0%,13%,u,2%,i,4%

# The results go on:
SMILES,FUS suppressor,aSyn yeast inh,PTHR1 ag,HEK293 tox,GLP-1R inv ag,TDP-43 yeast inh,Abeta yeast res,pAkt inh,Mm-Cpn inhibitor
CC(C#N)Sc1ccc(S(=O)(=O)N2CCCCC2)cn1 (stereo unspecified),1%,0%,u,17%,-20%,-18%,-3%,i,-4%
COc1cccc(NC(=O)CSc2nnc3ccc(-c4ccccn4)nn23)c1,11%,1%,-25%,12%,6%,1%,-2%,i,-17%
O=C(Nc1ccc2nc(SCCOc3ccccc3)sc2c1)c1cccs1,0%,x,-15%,2%,-4%,5%,-16%,x,x
COCCCNC(=O)c1cc(Nc2ccc(OC)cc2OC)nc2ccccc12,-32%,-4%,-1%,-6%,-8%,20%,-1%,i,0%
CCOc1cc(C(=O)Nc2ccc(C(=O)NCCN(CC)CC)cc2)ccc1OCC(=O)N1CCOCC1,18%,1%,i,-13%,5%,-1%,2%,i,-1%
COc1cc(C)c(Br)cc1S(=O)(=O)N1CCCC1,0%,7%,-23%[57.5 µM],4%,u,25%,-2%,i,1%
CC(=O)NS(=O)(=O)c1ccc(NS(=O)(=O)c2ccccc2[N+](=O)[O-])cc1,1%,-4%,i,7%,33%[activator],5%,2%,i,2%
O=C(Nc1ccc(Cl)c(-c2nc3cc(Cl)ccc3o2)c1)c1cc([N+](=O)[O-])ccc1N1CCOCC1,21%,x,-12%,1%,1%,9%,-6%,x,x
C#CCN(C)Cc1ccccc1,-37%,5%&-1%,-43%[inhibitor],-7%,13%,20%,-4%,i,-3%[15.4 µM]
CC1CCCCN1CC(=O)Nc1ccc2c(c1)OCO2 (stereo unspecified),6%,0%[1.84 µM],-49%[inhibitor],-24%,-7%,4%,0%,i,0%
N/C(=N\OC(=O)C1CCCCC1)c1cccnc1,12%,-3%,i,2%,1%,1%,2%,i,-3%
COC(=O)CNC(=O)CNC(=O)Nc1ccccc1,21%,-7%,i,-8%,0%,0%,-2%,i,-1%
COc1ccccc1N1CCN(C(=O)C(=O)c2c(C)n(C)c3ccccc23)CC1,38%,2%,13%,-3%,0%,15%,-3%,i,0%
CCCCCC(=O)OCc1ccc(C2=CC(=O)CC(C)(C)C2=O)cc1,1%,1%,i,-1%,1%,12%,6%,i,x
CCn1c(SCCN2CCCCC2)nc2c1c(=O)n(C)c(=O)n2C,3%,5%,-23%,-2%,12%,x,-8%,i,x
CCN1CCN(c2nc3sc4c(c3c(=O)n2-c2ccc(OC)cc2)CCCCC4)CC1,47%,2%,5%[57.5 µM],u,-8%,-14%,-10%,i,1%
CCOC(=O)c1c(NC(=O)COC)sc(C)c1C,-7%,0%,-9%[57.5 µM],76%,45%[activator],5%,-10%,x,0%
CCOC(=O)c1c(C)[n+](-c2ccc(C)cc2)c(CC)c2cc(OC)c(OC)cc12,-9%,-5%,-85%[inhibitor],11%,u,-7%,-7%,i,-1%
COc1ccc2cc(CCC(C)=O)ccc2c1,-29%,13%,i,-10%,3%,1%,-5%,i,-3%
O=C(CSc1n[nH]c(=O)n1C1CC1)Nc1ccc(F)c(Cl)c1,7%,-1%,-7%,1%,12%,-9%,4%,i,0%
NC(=O)CCc1nc2cc(C(F)(F)F)ccc2n(Cc2ccccc2)c1=O,18%,1%,-10%,-11%,-6%,-2%,-2%,i,-1%
COc1ccc(CC(=O)OCC(=O)Nc2cccc(C(C)=O)c2)cc1OC,19%,3%,i,4%,45%[activator],-4%,-1%,i,0%
CCOc1ccccc1NC(=S)N1CCCCCC1,12%,-1%,-1%,-2%,-4%,23%,22%,i,-2%
Cc1cc(C)c(NC(=O)COC(=O)Cn2nc(-c3ccccc3)oc2=O)c(C)c1,5%,-2%,i,-6%,0%,-6%,11%,i,1%
CC(C)OC(=O)CC(=O)CSc1nc2c(cc1C#N)CCCCC2,41%,5%,i,22%,20%,18%,13%,i,-1%
Cc1cc(C(=O)N/N=C/C=C/c2ccc([N+](=O)[O-])cc2)n[nH]1,12%,1%,-7%,-18%,-18%,1%[0.397 µM],-6%,i,-2%
Cc1ccc(S(=O)(=O)NCCSc2nnnn2-c2cc(C)ccc2C)cc1,24%,u,-1%[57.5 µM],-21%,u,u,11%,i,0%
